Assay outcomes as filed in PubChem.
PglD inh – PglD (C. jejuni) enzyme inhibition | purified PglD enzyme, DTNB colorimetric CoA detection | inhibition, % at 12.5 µM | 360,000 compounds, 0.098% hits; in the data active = inhibition above about 16%, passing the limit was not always enough; inconclusive = no clear call, values can overlap the other calls; note: strong numbers were not always called active
DENV2 CPE – protects cells from dengue virus 2 cytopathic effect; CPE inhibition, % at 9.99 µM; 350,000 compounds, 1.7% hits; AID 651640; DENV2-infected cells, cytopathic effect rescue, plate reader; in the data active = CPE inhibition above about 20%, passing the limit was not always enough; inconclusive = no clear call, values can overlap the other calls; tested in BHK-21 cells;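 note: 0% = median of neutral control wells and 100% = median of positive control wells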
SIRT5 block – inhibitors of human sirtuin-5 desuccinylase; Q9NXA8; Purified SirT5, succinyl-peptide AMC, trypsin-coupled fluorescence; inhibition, % at 15 µM; 330,000 compounds, 1.1% hits; AID 652115; in the data active = inhibition above about 15%; inconclusive = no clear call, values can overlap the other calls
ERp5 block – blocks human ERp5 reductase activity on insulin; Q15084; ERp5 insulin aggregation, absorbance 650 nm, 90 min; inhibition, % at 9.99 µM; 350,000 compounds, 0.05% hits; AID 651711;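 active = mean replicate inhibition above about 25%, with every replicate also reaching it, limit read from the data, passing the limit was not always enough; inconclusive = only one of those two criteria met; inactive = neither criterion met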
Target sequence (Q15084 whole entry, looked up): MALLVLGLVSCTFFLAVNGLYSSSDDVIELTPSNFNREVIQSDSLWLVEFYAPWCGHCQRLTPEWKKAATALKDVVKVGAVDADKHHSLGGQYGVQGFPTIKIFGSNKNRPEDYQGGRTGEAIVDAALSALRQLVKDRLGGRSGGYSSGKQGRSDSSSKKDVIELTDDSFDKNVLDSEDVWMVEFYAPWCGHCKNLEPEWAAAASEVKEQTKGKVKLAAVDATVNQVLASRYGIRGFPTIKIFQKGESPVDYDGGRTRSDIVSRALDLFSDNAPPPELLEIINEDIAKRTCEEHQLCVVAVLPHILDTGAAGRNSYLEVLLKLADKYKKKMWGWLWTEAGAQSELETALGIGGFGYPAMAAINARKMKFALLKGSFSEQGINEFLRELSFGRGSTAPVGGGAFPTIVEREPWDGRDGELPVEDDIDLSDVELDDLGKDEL
S100A4 inh HTS – inhibitors of human S100A4 binding to myosin IIA peptide. P26447. inhibition, % at 10.7 µM. 360,000 compounds, 0.14% hits. S100A4/TAMRA-MyoIIA peptide fluorescence polarization;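 active = mean inhibition of at least 70% across replicates, with every replicate also reaching that level; inconclusive = mean inhibition reaches 70% but some replicates fall short; inactive = mean inhibition below 70%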
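assay system = human S100A4 monomer with TAMRA-labelled myosin IIA peptide | also added = labelled myosin peptide probe, 5 nM | incubation = 5 min between mix addition and reading | control set = DMSO and TFP controls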
E-sel inducer – E-selectin induction on HUVECs; activation, % at 7.58 µM; HUVEC E-selectin immunofluorescence imaging; normalized: neutral wells 0, TNF-alpha wells 100; P16581; 260,000 compounds, 0.37% hits;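 active = mean E-selectin-positive cell signal at least 10% of the positive control, reached in at least 60% of replicates, without over 20% cell loss; inconclusive = no rule given, readout overlaps actives, possibly toxicity-flagged; inactive = the rest, including those meeting only one limit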;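 note: in these data hits start at about 27%; measured in HUVEC primary endothelial cells; signal is the percent of cells scored E-selectin positive by PE staining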
Target sequence (P16581 whole entry, looked up): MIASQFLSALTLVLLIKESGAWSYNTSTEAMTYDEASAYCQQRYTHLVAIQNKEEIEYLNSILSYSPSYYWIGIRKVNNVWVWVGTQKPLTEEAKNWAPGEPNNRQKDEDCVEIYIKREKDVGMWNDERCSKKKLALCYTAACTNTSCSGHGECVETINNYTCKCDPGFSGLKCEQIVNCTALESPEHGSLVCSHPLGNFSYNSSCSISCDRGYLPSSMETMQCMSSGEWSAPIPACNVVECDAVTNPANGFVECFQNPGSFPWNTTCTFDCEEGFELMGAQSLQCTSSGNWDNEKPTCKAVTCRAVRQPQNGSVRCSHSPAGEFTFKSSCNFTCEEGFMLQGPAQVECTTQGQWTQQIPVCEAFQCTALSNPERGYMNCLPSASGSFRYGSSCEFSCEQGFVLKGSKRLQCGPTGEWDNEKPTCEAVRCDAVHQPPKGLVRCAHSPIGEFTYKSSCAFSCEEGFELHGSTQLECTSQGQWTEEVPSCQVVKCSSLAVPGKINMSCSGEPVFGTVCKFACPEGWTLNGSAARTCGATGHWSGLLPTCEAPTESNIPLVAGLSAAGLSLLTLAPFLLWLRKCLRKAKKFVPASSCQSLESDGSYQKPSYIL
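material = human umbilical vein endothelial cells (HUVEC), E-selectin induction | quantity = 3,000 cells/well | medium = EGM-2 growth medium on 0.1% gelatin-coated wells | technique = immunofluorescence imaging | read-out basis = % PE-positive cells | control set = TNF-alpha positive control, DMSO neutral control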
C2C12 statin – protects C2C12 myotubes from simvastatin toxicity; ATP luminescence, 48 h; scaled: DMSO 0, geranylgeraniol control 100; rescue of ATP level, % at 7.49 µM; 330,000 compounds, 0.78% hits; AID 602340;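 active = mean ATP rescue above about 67%, or every replicate alone reaching that limit, limit read from the data, passing the limit was not always enough; inconclusive = no clear call, values can overlap the other calls; inactive = mean under the limit and some replicate under it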;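 note: myotubes were challenged with 10 µM simvastatin during compound exposure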
Numbers without * were called inactive; ? = inconclusive; . = not tested or not shown.

Each structure is followed by: PglD inh, DENV2 CPE, SIRT5 block, ERp5 block, S100A4 inh HTS, E-sel inducer, C2C12 statin
1) CC(=O)N1c2ccc(S(=O)(=O)N3CCCC3)cc2CC1C(=O)NCc1ccccc1F (centres undefined)
    -8, -6, 1, -6, -6, ., -12
2) CC(=O)NC(c1cc(F)c2cccnc2c1O)C1CC1 (centres undefined)
    1, -3, ., 0, 7, -0.7, -4
3) O=C(COc1ccc(Cl)cc1)NCC(=O)N1CCC2(CC1)NCCc1[nH]cnc12
    -4, 3, 1, 7, 1, ., 13
4) O=C(NC1CCS(=O)(=O)C1)OC1CCCCC1 (centres undefined)
    -6, 0, -1, 4, -8, ., -66
5) COc1ccnc2c1c(=O)n(Cc1cccc(Cl)c1)c(=O)n2C
    7, 11, 0, 9, -6, ., -13
6) O=C(NC1CCN(Cc2ccccc2)CC1)c1ccc(S(=O)(=O)NCc2ccco2)cc1
    3, 2, 2, 0, 6, ., -1
7) CCn1c(N2CCN(C(c3ccccc3)c3ccccc3)CC2)nc2c1c(=O)[nH]c(=O)n2C
    3, -4, -1, 1, 3, -0.1, 16
8) CCCCCCCNC(=O)C1(CC2CC(c3ccc(Cl)cc3)=NO2)CCN(C(=O)CCCCCBr)CC1 (centres undefined)
    0, -6, ., 8, -8, 0.1, 1
9) CC(C)(C)c1cc(C(=O)NNc2ccc(OC(F)(F)F)cc2)n(Cc2ccccc2)n1
    ., ?, -2, 5, 1, 1.7, 4
10) O=C(Cc1ccc(F)cc1)NCCS(=O)(=O)N1CCN(c2cccc(Cl)c2)CC1
    5, 14, 2, -1, 0, ., 6
11) COc1ccccc1CNC(=O)C[C@@H]1CC[C@H]2[C@@H](COC[C@H](O)CN2Cc2ccc3c(c2)OCO3)O1
    1, 0, 1, -6, -7, -0.3, 23
12) COc1cccc(NC(=O)C2CCN(C(=O)NC3CCCCC3)CC2)c1
    -4, -13, 0, 6, 1, ., 7
13) C[C@@H]1CN([C@@H](C)CO)C(=O)c2cc(NC(=O)Nc3ccccc3)ccc2O[C@@H]1CN(C)Cc1ccc2c(c1)OCO2
    0, -2, 2, 5, 1, -0.2, -39
14) COc1cc(CNc2cccc3c2S(=O)(=O)N([C@H](C)c2ccccc2)C[C@@H](COCc2ccccc2)O3)cc(OC)c1OC
    ., -5, -3, 2, -2, ., .
15) O=C(CSCC(=O)NCc1ccco1)NCc1ccco1
    -2, -8, -2, -1, -1, ., 2
16) COc1cc2nc(CSc3ncn[nH]3)[nH]c(=O)c2cc1OC
    ., 3, 1, 2, -2, ., .
17) c1ccc(Cn2ccnc2C2OCCO2)cc1
    -2, -7, -1, -5, -2, -0.2, .
18) N#CCCN(C(=O)COC(=O)C12CC3CC(CC(O)(C3)C1)C2)c1ccc(F)cc1
    0, 2, -4, 0, 0, 0.1, 2
19) CCOC(=O)c1cc(-c2csc(COc3ccccc3)n2)on1
    ., -1, 1, -1, -1, 1.3, .
20) CCn1cc(CCC(=O)NCc2cccc(OC)c2OC)c2ccccc21
    5, 0, -3, 1, 8, 12, 16
21) CCOc1ccc(Oc2ccc(S(=O)(=O)N3CCOCC3)cc2NC(=O)CCNC(C)=O)cc1
    ., -10, -3, 6, -8, -1.8, 19
22) CCCN(CC(=O)Nc1ccccc1C)C(=O)COc1c(C)cccc1C
    -1, -5, -1, 6, 1, -0.8, -2
23) Cc1cccc2cc(CN(CC3CCCO3)S(=O)(=O)c3ccccc3)c(=O)[nH]c12 (centres undefined)
    1, 1, -4, -3, 0, ., 7
24) C=CCN1[C@@H](C)[C@H](c2ccccc2)Oc2cccc(N3CCCC3)c2S1(=O)=O
    ., 4, -4, 0, 0, -0.1, .
25) COc1cc(-c2c(NC(=O)c3ccco3)oc3ccccc3c2=O)cc(OC)c1OC
    -3, -4, 2, -3, -1, ., 8
26) C[C@@H]1CCCCO[C@@H](CN(C)CC2CCCCC2)[C@H](C)CN([C@H](C)CO)C(=O)c2cc(NS(=O)(=O)c3cn(C)cn3)ccc2O1
    2, 2, 2, 3, -1, 1.5, 38
27) Cc1noc(C)c1NC(=O)Nc1ccc2c(c1)C(=O)N([C@H](C)CO)C[C@H](C)[C@@H](CN(C)Cc1ccc(Cl)c(Cl)c1)OCCCC[C@@H](C)O2
    2, -17, 3, -1, -1, -0.3, .
28) NC(=O)CSc1nnc(NC(=O)c2ccc(S(=O)(=O)N3CCOCC3)cc2)s1
    2, -1, -1, 23, -3, 0.1, -1
29) CCN(C[C@H]1N[C@@](Cc2ccccc2)(C(=O)OC)[C@H]2C(=O)N(C)C(=O)[C@@H]12)C(C)=O
    -3, 9, 0, -1, -8, -1.2, 1
30) COc1ccccc1Cc1c(-c2ccc(Cl)cc2)nc2ccc(Br)cn12
    3, -12, -1, 0, -17, ., -10
31) C[C@H](CO)N1C[C@H](C)[C@@H](CN(C)CC2CC2)Oc2ccc(NC(=O)C3CCCCC3)cc2CC1=O
    2, ?, 1, -4, -3, 0.1, 17
32) Cc1occc1C(=O)NNC(=O)C1CC1
    1, -4, ., 1, -1, 0.0, -14
33) COc1ccc(-c2cc(=O)oc3c(C)c(O)c(CN(C)C)cc23)cc1
    5, ., ., ., -6, ., 9
34) CC(C)Cc1ccc(CN2CCCC(NC(=O)c3nn(C)c(=O)c4ccccc34)C2)cc1 (centres undefined)
    -1, 1, -1, 1, -5, 1.8, -7
35) Cc1ccc(S(=O)(=O)Nc2cccc3c2O[C@@H](CN(C)C(=O)Nc2ccc4c(c2)OCO4)[C@@H](C)CN([C@H](C)CO)C3=O)cc1
    1, 22*, 7, 0, -9, -0.3, -17
36) O=C1NC(=O)c2cc(Br)cc3cccc1c23
    ., 2, 5, 4, -12, 204*, .
37) C[C@@H]1CN([C@@H](C)CO)C(=O)c2cc(C#CC3CC3)cnc2O[C@H]1CN(C)C
    1, -1, -2, 7, -5, -0.1, 12
38) CCCCN1CC(Br)C(=O)NC1=O (centres undefined)
    -2, 0, -3, -3, 0, -0.2, 3
39) COc1ccc(CN2CCNC(=O)C2CC(=O)NC2CCCCCC2)cc1C (centres undefined)
    0, -1, 3, 1, -5, ., 10
40) COc1c(Cl)cc(C(=O)Nc2cccnc2)cc1Cl
    0, ?, ., 1, -1, 1.4, 5
41) O=Cc1c[nH]c2ccc(NC(=O)OCc3ccccc3)cc12
    -5, -8, -1, 1, 0, 0.1, -2
42) C[C@@H]1CN([C@H](C)CO)C(=O)Cc2cc(NS(=O)(=O)c3ccc(Cl)cc3)ccc2O[C@@H]1CN(C)Cc1ccc(C(=O)O)cc1
    ., 4, 0, 0, 2, 0.1, -7
43) CCCNC(=O)[C@@H]1[C@@H](CO)[C@@H]2Cn3c(cccc3=O)[C@H]1N2C(=O)C1CCC1
    4, -1, 2, 6, 7, -0.3, 10
44) COc1cc(Br)cc(CN2CCN(C/C=C/c3ccccc3)CC2)c1O
    4, 2, -2, 1, -3, ., 34
45) Cc1ccc(NC(=O)CN2C(=O)c3ccccc3S2(=O)=O)cc1C
    2, 4, 4, 6, -3, -0.1, -1
46) COc1ccc(C#Cc2ccc([C@@H]3[C@H](CO)N4C(=O)CN(C(=O)C5CCOCC5)C[C@@H]34)cc2)cc1
    ., -5, -3, -2, ., 0.0, .
47) CC(=C1SC(=S)NC1=O)c1ccccc1
    4, 8, -2, -8, -1, 0.6, 4
48) Cn1cc(-c2ccc(Cl)cc2)cc(C#N)c1=O
    ., -8, -6, 5, 8, -0.1, 7
49) CCCCCCn1c(=O)n2n(c1=O)C[C@]1(OC(=O)Nc3c(C)noc3C)CN(S(=O)(=O)c3ccc(C)cc3)C[C@]1(O)C2
    -2, 7, ., 3, 1, 0.7, -2
50) Cc1ccc(S(=O)(=O)N(C)C)cc1NC(=O)CN1CCCC1
    ., -5, -1, 1, -16, ., -4
51) COc1cccc2cc(/C(C)=N/NC(=O)c3ccco3)oc12
    ., ?, 2, 3, -2, ., .
52) O=C(NC1CC1)C1CCN(S(=O)(=O)c2ccc(Cl)c([N+](=O)[O-])c2)CC1
    -1, 13, -1, -1, -4, ., -2
53) COc1cccc(COC(=O)c2cc(S(=O)(=O)N3CCOCC3)ccc2Cl)c1OC
    5, 5, -1, 2, -10, 0.4, 9
54) COc1ccc(C(=O)c2ccc(Br)cc2)c(OC)c1OC
    0, -9, 0, -5, -1, -0.8, -1
55) CCCCCN1C(C)=CC(=C(C#N)C#N)C=C1C
    ., ?, 1, -4, -3, ., .
56) CSc1ccc(/C=C(\NC(=O)c2ccco2)C(=O)N2CCCCC2)cc1
    1, -9, 2, -3, 2, -0.2, 6
57) O=C(CSc1nnc(CNC(=O)c2cccs2)o1)Nc1ccc(Br)cc1
    3, -9, -5, -1, -1, ., -4
58) C=CCn1cc(C(=O)OC)c(=O)c2cc(S(=O)(=O)N(CC)CC)ccc21
    -5, -7, 1, -3, 2, ., 9
59) Cc1csc(/C(=N/OC(=O)c2ccco2)C(N)=O)n1
    1, 35*, 4, -2, 5, ., 9
60) CO[C@H]1CN(C)C(=O)c2cc(NC(=O)C3CCCC3)ccc2OC[C@@H](C)N(C(=O)CC2CC2)C[C@H]1C
    1, 3, 2, 8, -10, -0.3, -10

(listing goes on)
Each structure is followed by: PglD inh, DENV2 CPE, SIRT5 block, ERp5 block, S100A4 inh HTS, E-sel inducer, C2C12 statin
61) CCN(CC)c1ccc(S(=O)(=O)N2CCOCC2)cc1NC(=O)COC(=O)COc1ccccc1C
    1, -1, -2, 3, 1, 0.1, 9
62) Cc1ccc(C(=O)CNc2ccc(C)cc2C)cc1
    9, 5, 3, 10, 1, 0.4, 6
63) Cc1ccc(C)c(OCCC(=O)OCC(=O)Nc2ccc(N3CCOCC3)cc2)c1
    -11, 9, -3, 16, -2, -0.2, -7
64) Cc1nc(Cn2c3ccc(NC(=S)NC4CCCCC4)cc3c(=O)n2C)cs1
    1, 4, -10, 1, -14, -0.1, -4
65) O=C(Nc1cccc(S(=O)(=O)NC2=NCCC2)c1)C1CC(=O)N(c2ccc3c(c2)OCCO3)C1 (centres undefined)
    4, 2, 3, ?, 2, -0.1, -7
66) CC(=O)N1CCCCN2[C@H](C1)[C@H](c1ccc(-c3cccc(C)c3)cc1)[C@@H]2CO
    1, -7, 7, -5, 13, -0.1, .
67) CCCCNS(=O)(=O)c1cc(-c2nn(C)c(=O)c3ccccc23)ccc1C
    -5, -5, 0, 7, -1, 0.0, -1
68) COc1cc(C(=O)Nc2nc3ccc(S(C)(=O)=O)cc3s2)cc(OC)c1C
    -2, 3, 14, 2, -1, 0.0, 32

Another view of some results above:
| No. | SMILES | PglD inh | DENV2 CPE | SIRT5 block | ERp5 block | S100A4 inh HTS | E-sel inducer | C2C12 statin |
| --- | --- | --- | --- | --- | --- | --- | --- | --- |
| 2 | CC(=O)NC(c1cc(F)c2cccnc2c1O)C1CC1 (centres undefined) | 1 | -3 | . | 0 | 7 | -0.7 | -4 |
| 52 | O=C(NC1CC1)C1CCN(S(=O)(=O)c2ccc(Cl)c([N+](=O)[O-])c2)CC1 | -1 | 13 | -1 | -1 | -4 | . | -2 |
| 65 | O=C(Nc1cccc(S(=O)(=O)NC2=NCCC2)c1)C1CC(=O)N(c2ccc3c(c2)OCCO3)C1 (centres undefined) | 4 | 2 | 3 | ? | 2 | -0.1 | -7 |
| 68 | COc1cc(C(=O)Nc2nc3ccc(S(C)(=O)=O)cc3s2)cc(OC)c1C | -2 | 3 | 14 | 2 | -1 | 0.0 | 32 |
| 60 | CO[C@H]1CN(C)C(=O)c2cc(NC(=O)C3CCCC3)ccc2OC[C@@H](C)N(C(=O)CC2CC2)C[C@H]1C | 1 | 3 | 2 | 8 | -10 | -0.3 | -10 |
| 18 | N#CCCN(C(=O)COC(=O)C12CC3CC(CC(O)(C3)C1)C2)c1ccc(F)cc1 | 0 | 2 | -4 | 0 | 0 | 0.1 | 2 |
| 33 | COc1ccc(-c2cc(=O)oc3c(C)c(O)c(CN(C)C)cc23)cc1 | 5 | . | . | . | -6 | . | 9 |

Some of the compounds tested; the hit share may differ from the screen's.
